CHRM4 agonist: agonists of human muscarinic M4 receptor (CHRM4). P08173. CHO-K1 hM4/Gqi5, Fluo-8 calcium fluorescence; vehicle 0%, full acetylcholine response 100%. activation, % at 3 µM. 360,000 compounds, 0.14% hits. AID 624127;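 active = activation above the run mean over all test wells plus 3 SD, cut at about 32% in these data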;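 note: peak over basal fluorescence ratio per well then scaled between controls; 0% = DMSO wells and 100% = acetylcholine at EC100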
CHRM4 PAM: CHRM4 positive allosteric modulation; CHO-K1 hM4/Gqi5, Fluo-8 calcium fluorescence, ACh EC20; 0% = ACh EC20, 100% = maximal ACh; activation, % at 3 µM; 360,000 compounds, 0.4% hits; AID 624126;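 active = activation above its plate's cutoff, the mean activation of sample wells plus 3 SD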; note: some results filed as inactive read as strong as hits
M5 PAM: potentiates acetylcholine response at human M5 receptor; P08912; CHO-K1 hM5, Fluo-8 calcium, ACh EC20 PAM; 0% = ACh EC20, 100% = ACh EC100; activation, % at 3 µM; 360,000 compounds, 0.3% hits; AID 624038;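 active = activation above the run cutoff, the mean activation of all test compounds plus 3 SD, cut at about 18% in these data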
Target sequence (P08912 whole entry, looked up): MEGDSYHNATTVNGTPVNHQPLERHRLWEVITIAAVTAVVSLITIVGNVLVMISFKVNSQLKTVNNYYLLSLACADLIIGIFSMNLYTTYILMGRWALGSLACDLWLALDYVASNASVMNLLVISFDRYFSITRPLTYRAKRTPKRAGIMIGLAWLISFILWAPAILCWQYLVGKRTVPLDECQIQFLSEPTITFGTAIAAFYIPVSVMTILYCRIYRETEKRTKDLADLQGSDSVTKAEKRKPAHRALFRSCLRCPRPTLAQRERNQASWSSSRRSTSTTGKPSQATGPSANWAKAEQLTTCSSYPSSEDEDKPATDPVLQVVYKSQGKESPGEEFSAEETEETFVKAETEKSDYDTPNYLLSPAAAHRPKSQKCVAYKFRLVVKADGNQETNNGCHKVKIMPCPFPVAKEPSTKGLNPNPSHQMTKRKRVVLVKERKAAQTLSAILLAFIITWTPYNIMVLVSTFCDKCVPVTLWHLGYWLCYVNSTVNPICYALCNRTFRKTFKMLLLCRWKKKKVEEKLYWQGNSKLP
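system = human M5 receptor in CHO-K1 cells | compound = one concentration, 3 µM final (nominal) | schedule = Post-acetylcholine fluorescence recording 140 s | signal = Fluo-8 calcium dye fluorescence, kinetic read | benchmarks = low control EC20 acetylcholine (0%), high control EC100 acetylcholine (100%) | repeats = singlicate, one well per test compound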
M4 antag: antagonists of human muscarinic M4 receptor (CHRM4). CHO-hM4 cells, ACh EC80, Fluo-8 calcium fluorescence. inhibition, % at 3 µM. 360,000 compounds, 0.73% hits;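 active = inhibition above its plate's cutoff, the mean inhibition of sample wells plus 3 SD, cut at about 27% in these data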;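 note: 0% = acetylcholine EC80 with DMSO and 100% = DMSO without agonist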
CHRM5 agonist: CHRM5 agonism in calcium assay | CHO-K1 hM5 cells, Fluo-8 calcium fluorescence; 0% DMSO wells, 100% maximal acetylcholine response | activation, % at 3 µM | 360,000 compounds, 0.19% hits | AID 624037;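 active = activation above the run's mean over test compounds plus 3 SD, cut at about 23% in these data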;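 note: signal is peak over basal fluorescence ratio across the kinetic read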
CRFR2-BP antag: blocks CRF-induced signaling of the CRF-BP/CRF-R2 complex; HEK293 CRF-R2/CRF-BP, CRF-induced calcium fluorescence; inhibition, % at 11.8 µM; 350,000 compounds, 0.59% hits;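 active = inhibition of the ligand-induced calcium signal above about 50% at the single tested concentration, limit read from the data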
CHRM5 antagonist: blocks acetylcholine activation of human M5 receptor. P08912. CHO-hM5 cells, Fluo-8 calcium fluorescence, ACh EC80. inhibition, % at 3 µM. 360,000 compounds, 0.59% hits. AID 624040;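 active = inhibition above a per-plate cutoff, the mean of that plate's test compounds plus 3 SD, cut at about 27% in these data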;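 note: 0% = acetylcholine EC80 with DMSO and 100% = DMSO without agonist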
CRFBP-R2 agonist: agonists of human CRF-binding protein/CRF-R2 receptor complex. HEK293 CRF-R2/CRF-BP, calcium dye fluorescence (FLIPR); percent of saturating CRF peptide response. activation, % at 13.2 µM. 350,000 compounds, 0.46% hits. AID 588473;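 active = activation of at least 50%, plus an integration ratio under a set limit after plate pattern correction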;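 note: plate controls were neutral control wells without compound for no effect and CRF at EC100 for full effect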
CHRM1 PAM: human CHRM1 positive allosteric modulation | P11229 | CHO-K1 hM1, Fluo-8 calcium fluorescence, ACh EC20; 0% = ACh EC20, 100% = maximal ACh | activation, % at 3 µM | 360,000 compounds, 0.088% hits; in the data active = activation above about 19%, passing the limit was not always enough
Target sequence (P11229 whole entry, looked up): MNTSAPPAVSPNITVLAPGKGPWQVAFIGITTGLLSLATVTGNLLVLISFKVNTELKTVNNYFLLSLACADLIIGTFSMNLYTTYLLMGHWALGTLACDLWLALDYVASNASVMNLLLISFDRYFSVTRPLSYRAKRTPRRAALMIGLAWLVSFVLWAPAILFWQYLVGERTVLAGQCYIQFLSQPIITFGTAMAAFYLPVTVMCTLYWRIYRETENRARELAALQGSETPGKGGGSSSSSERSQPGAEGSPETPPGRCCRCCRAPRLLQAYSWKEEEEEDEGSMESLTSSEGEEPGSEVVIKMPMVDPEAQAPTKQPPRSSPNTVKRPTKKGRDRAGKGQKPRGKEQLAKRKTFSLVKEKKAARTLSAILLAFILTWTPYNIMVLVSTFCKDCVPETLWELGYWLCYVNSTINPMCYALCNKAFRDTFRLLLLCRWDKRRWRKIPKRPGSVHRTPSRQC
Numbers without * were called inactive; / = no result given.

SMILES	CHRM4 agonist	CHRM4 PAM	M5 PAM	M4 antag	CHRM5 agonist	CRFR2-BP antag	CHRM5 antagonist	CRFBP-R2 agonist	CHRM1 PAM
O=C(NCCCn1ccnc1)c1cc2nc(-c3ccc(Br)cc3)cc(C(F)(F)F)n2n1	0	-5	7	4	-13	-10	-1	-0.5	0
CC12CCC(C/C1=N/O)C2(C)C (configuration not stated)	2	3	-1	-15	1	-7	0	-0.6	0
Cc1csc2nc(CNC(=O)CCC(=O)O)cn12	1	4	0	-14	1	-1	-2	0.0	11
O=C(OC1CCOC1=O)c1cc(Cl)ccc1[N+](=O)[O-] (configuration not stated)	0	9	-1	4	-3	24	8	-0.6	13
Oc1cc(NCCc2cccnc2)cc2cccnc12	2	-4	-3	13	5	11	1	0.1	-3
Cc1ccc(OCC(=O)Nc2ccc(CN3CCOCC3)cc2)cc1C	6	6	3	3	-4	-4	0	3.6	9
CCCCCCSC1=C(C#N)C(c2ccc(O)cc2)CC(=O)N1 (configuration not stated)	1	0	-5	0	-2	-42	7	1.9	0
Cc1ccc(C(=O)c2ccccc2C(=O)OCC(=O)NC(C)(C)C)cc1	1	4	3	3	3	27	6	-3.7	2
COc1cc(C2C(C#N)=C(N)Oc3cc(C)oc(=O)c32)ccc1OC(=O)N1CCOCC1 (configuration not stated)	1	1	-1	13	0	7	2	-1.8	2
CCC(Oc1ccccc1)C(=O)N(Cc1ccccc1)c1ccccn1 (configuration not stated)	-3	0	1	-14	-4	21	-2	-4.2	10
CN(Cc1ccccc1F)C(=O)CN1c2cccc3cccc(c23)S1(=O)=O	14	-2	-12	-3	3	-13	17	0.4	2
Cc1ccc(Cn2c(/C=C/c3ccco3)nc3ccccc32)cc1	2	-3	2	-1	0	-11	-6	30	7
CCCCCCCC(=O)NN=C1CCN(Cc2ccccc2)CC1	-2	-14	-3	11	-1	-9	1	-3.5	-7
Cc1ccc(S(=O)(=O)/C=C/c2ccccc2)cc1	-2	-3	-5	11	-5	48	4	-2.2	4
COc1cc(C)nc(NS(=O)(=O)c2ccccc2Cl)n1	1	3	-3	0	0	5	1	-0.7	1
CCN1CCN(c2cc(C)c3cc(NC(=S)NCCCN4CCc5ccccc5C4)ccc3n2)CC1	1	-11	5	-6	-9	-23	6	-1.1	-11
CCOc1cc(C)c(S(=O)(=O)Nc2ccc3cn[nH]c3c2)cc1C	14	-2	-16	17	9	15	30*	-0.7	-14
O=C(O)c1ccccc1-c1ccccc1C(=O)Nc1ccc2oc(=O)c3ccccc3c2c1	1	-2	-4	11	4	12	6	-2.8	7
CCCn1c(SCC(=O)Nc2ccccc2N2CCOCC2)nc2c1c(=O)n(C)c(=O)n2C	0	2	0	-1	-4	6	-5	-0.8	8
CCC(=O)c1ccc(OCc2ccc(C(=O)OC)o2)c(OC)c1	1	-2	-4	-4	0	11	3	-0.5	3
Cc1nn(CCC(=O)NNC(=S)Nc2ccccc2)c(C)c1Br	1	0	4	3	2	0	-4	-2.7	7
CCN(CC)C(=S)SC1CCCCN(C(=O)c2ccccc2)C1=O (configuration not stated)	1	-10	-3	-5	-4	12	9	-4.2	1
CCC(NS(=O)(=O)c1ccc2c(c1)Cc1cc(S(=O)(=O)NC(CC)C(=O)O)ccc1-2)C(=O)O (configuration not stated)	0	4	-3	-2	-4	-1	12	0.0	10
CC1CC(C)CN(S(=O)(=O)c2cccc(C(=O)N3CCN(c4ccc(F)cc4)CC3)c2)C1 (configuration not stated)	3	0	0	-10	-10	4	6	-1.8	-2
COc1ccc(C2=C(C#N)C(=O)OC2)cc1	0	0	3	-4	-1	-3	-3	-2.2	10
COc1ccc(S(=O)(=O)N2CCCCCC2)cc1C(=O)OCc1c(C)noc1C	5	-8	2	7	-2	-3	-2	4.4	-6
CCCCOC(=O)N1CCOCCOCCN(C(=O)OCCCC)CCOCCOCC1	1	-3	-4	-4	-7	-1	-2	-1.1	5
CC1CCC/C(=N\NC(=S)NCc2ccccc2)C1 (configuration not stated)	-2	-1	-2	1	-11	34	-4	-2.8	-4
COc1ccccc1C(=O)NCc1ccncc1	1	10	-5	1	-3	2	-4	-1.5	7
CC(CCN1C(Nc2ccccc2)=NC[C@@H]1Cc1ccccc1)c1ccccc1 (some centres not stated)	11	-17	-16	6	-11	-13	8	-1.4	-27
COc1ccc(N/N=C(\C#N)C(=N)SCc2ccccc2)cc1	18	-4	-17	0	7	2	-2	11	2
CC1CC(NC(=O)c2c(O)nc3ccccn3c2=O)CC(C)(C)C1 (configuration not stated)	19	-13	-25	9	1	-2	21	-0.7	-2
O=C(c1cc(-c2ccccc2O)on1)N1CCc2ccccc2C1	3	-2	-9	-9	-2	6	6	3.4	-9
COC(=O)C1=C(C(=O)OC)C(c2ccc(OC)c(OC)c2)c2sc(=O)[nH]c2S1 (configuration not stated)	2	7	-5	-1	-1	12	6	-2.0	4
O=C(CCc1ccccc1)NCC1(c2ccccc2)CCCC1	1	-7	-1	-14	-9	-3	-3	-1.4	8
CC1(Cc2ccc(Cl)c(Cl)c2)C(=O)Nc2c(Cl)ccc(Cl)c21 (configuration not stated)	-2	-5	-5	-6	3	/	-2	/	13
CCCCc1cc(C)c(S(=O)(=O)c2ccccc2C)c(=O)[nH]1	1	0	-2	-6	-5	-2	1	-0.7	-5
Cc1ccc(C(=O)c2ccccc2C(=O)OCC(=O)N2C(C)CCCC2C)cc1 (configuration not stated)	4	2	-2	-9	1	-6	2	0.3	1
COc1cc2c(cc1OC)CN(C(=O)c1cc(S(=O)(=O)N3CCCCC3)ccc1Cl)CC2	6	8	-5	3	-4	5	10	-4.6	-2
CCOc1ccc(NC(=O)c2ccc(NC(=O)c3ccccc3Br)cc2)cc1	3	0	0	-8	1	2	6	-0.7	-6
Clc1cccc(NC2=NCCC2)c1	1	0	-6	-5	-2	-10	5	-0.5	8
Cc1ccc(NC(=O)c2cc3ccccc3o2)cc1	-1	-1	5	-5	-4	-21	0	-0.5	7
O=C(c1ccncc1)N1CCN(CCc2ccccc2)CC1	1	1	0	2	0	-7	-1	0.2	11
CCOC(=O)c1c(C)[nH]c(C(=O)COC(=O)CNS(=O)(=O)c2ccc(C)cc2)c1C	23	-11	-42	-17	0	-1	14	-1.0	-6
NS(=O)(=O)c1ccc(NC(=O)c2ccc(S(=O)(=O)N3CCCCC3)cc2)cc1	1	9	14	-5	-2	3	-10	0.7	6
O=C(c1cccs1)N1CCN=C1SCc1ccccc1	0	0	8	4	-3	-10	-6	1.2	5
CCN1C[C@@H]2[C@@H]3C(=O)N(Cc4ccccc4)C(=O)[C@@H]3[C@](Cc3ccccc3)(C1=O)N2C(=O)c1ccc(C(F)(F)F)cc1	1	15	5	-8	2	-13	-5	10	1
COc1ccc(CCNC(=O)COC(=O)c2ccc(C)s2)cc1OC	6	0	-4	-3	9	-2	3	0.4	4
CCCCN1C=C(C(=O)OC)C(c2ccccc2Cl)C(C(=O)OC)=C1	-2	-6	-5	0	-6	2	-7	-0.8	1
CNC(=O)Nc1cc(NC(=O)NC)cc(C(F)(F)F)c1	0	-3	9	3	2	-10	6	1.2	16

Two of the compounds above, as labelled records:
SMILES: Cc1ccc(NC(=O)c2cc3ccccc3o2)cc1
  CHRM4 agonist: -1 | CHRM4 PAM: -1 | M5 PAM: 5 | M4 antag: -5 | CHRM5 agonist: -4 | CRFR2-BP antag: -21 | CHRM5 antagonist: 0 | CRFBP-R2 agonist: -0.5 | CHRM1 PAM: 7
SMILES: O=C(c1ccncc1)N1CCN(CCc2ccccc2)CC1
  CHRM4 agonist: 1 | CHRM4 PAM: 1 | M5 PAM: 0 | M4 antag: 2 | CHRM5 agonist: 0 | CRFR2-BP antag: -7 | CHRM5 antagonist: -1 | CRFBP-R2 agonist: 0.2 | CHRM1 PAM: 11

Later entries.
SMILES	CHRM4 agonist	CHRM4 PAM	M5 PAM	M4 antag	CHRM5 agonist	CRFR2-BP antag	CHRM5 antagonist	CRFBP-R2 agonist	CHRM1 PAM
CC(=O)Nc1ccc(NC(=O)c2c(C)nn(Cc3ccccc3Cl)c2C)cc1	3	-1	0	-9	2	2	8	1.1	17
CCSC1=NCCN1S(=O)(=O)c1ccc(F)cc1	1	2	-1	-4	-1	-3	-5	-0.4	-6
CC1CN(S(=O)(=O)c2cccc(C(=O)NN3CCN(C)CC3)c2)CC(C)O1 (configuration not stated)	1	5	-2	4	0	12	-1	0.7	11
O=C(O)C(Cc1ccccc1)NC(=O)C(Cc1ccccc1)NC(=O)C12CC3CC(CC(C3)C1)C2 (configuration not stated)	1	-6	0	-5	-1	8	6	0.9	17
COc1nc(N(C)S(=O)(=O)c2ccc(C)cc2)nc(C)c1Br	1	0	2	-1	1	12	-6	-0.9	0
CN(C)CCCN(C(=O)c1ccc2c(c1)CCCC2)c1nc2cc3c(cc2s1)OCO3	7	10	-7	-4	-3	-16	3	0.3	9
COC(=O)c1ccccc1NC(=O)CN(Cc1ccc(Cl)cc1)S(C)(=O)=O	7	-2	-9	2	1	-10	5	0.8	0
Cn1c(/C=C/c2cccc([N+](=O)[O-])c2)nc2ccccc2c1=O	2	-1	-5	1	-4	22	0	-0.5	7
N/C(=N\OC(=O)Nc1ccccc1)c1ncc(C(F)(F)F)cc1Cl	1	1	5	5	2	4	-2	-1.4	11
COc1ccc(CCCNC(=O)C2CCC(=O)N(Cc3ccccc3F)C2)cc1 (configuration not stated)	2	1	1	-6	-1	-5	-11	1.0	3
CSc1ncccc1C(=O)OCc1ccc(C#N)cc1	0	-3	-11	9	-6	7	9	-0.9	1
COc1cccc(OCCNCc2ccccc2)c1	1	-6	-6	-3	-5	6	5	-1.1	-3
CC1(c2nnc(Cc3ccccc3)o2)CC(c2cccnc2)=NO1 (configuration not stated)	5	4	3	-12	1	5	13	-1.3	2
O=C(O)C1=C[C@@H](c2ccccc2)C[C@@H](OCCCCO)O1	0	16	4	-3	-1	6	14	-1.4	3
O=C(COC(=O)/C=C/c1cccc([N+](=O)[O-])c1)Nc1ccc(Cl)cn1	0	12	-5	-2	-2	5	7	0.3	10
CC(=O)c1c(C)[nH]c(C(=O)COC(=O)CN(C)S(=O)(=O)c2ccc(Cl)cc2)c1C	14	-15	-17	2	6	-8	8	-0.7	-3
O=C(CN1CCCC1)Nc1cc(F)ccc1F	2	2	8	0	1	7	4	0.9	11
COc1ccc(/C=C/C(=O)OCC(=O)c2ccc(S(=O)(=O)N3CCCCC3)cc2)cc1OC	1	-3	-2	5	0	-1	3	2.4	-5
CCc1ccc(-c2csc3nc[nH]c(=O)c23)cc1	3	1	0	-20	1	7	-9	0.2	5
CCN1C(=O)N[C@@H](c2ccccc2)[C@H](C(C)=O)[C@H]1C	1	7	10	-9	1	-12	1	0.5	-5
CC(=O)N1CCOc2ccc(S(=O)(=O)NCc3ccccc3Cl)cc21	4	-2	2	-5	1	-5	-2	0.3	2
CC1CCC2(CC1)SCC(=O)N2c1ccc(F)cc1 (configuration not stated)	0	0	1	2	-7	3	11	-1.6	11
CCCn1c(=N)c(C(=O)NC2CCCC2)cc2c(=O)n3cccc(C)c3nc21	1	0	4	-1	0	9	-2	3.3	6
COCCCNC(=O)/C(C#N)=c1\s/c(=C\c2ccccc2OC(F)F)c(=O)n1CCCOC	0	12	-2	12	-2	-36	-2	4.4	4

From PubChem
